PRC2 inh: inhibitors of human EZH2/PRC2 methyltransferase | Q15910 | PRC2 H3K27 methylation, DELFIA TRF, 1 h | inhibition, % at 12.5 µM | hit rate 0.35% among 57,000 | AID 651548;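 active = mean inhibition of replicates at least 50% and every single replicate also reaching 50%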;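 note: dimethyl H3K27 on biotinylated H3 21-44 peptide detected by antibody; plate controls were median neutral control wells for no effect and median positive control wells for full effect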
Target sequence (Q15910 whole entry, looked up): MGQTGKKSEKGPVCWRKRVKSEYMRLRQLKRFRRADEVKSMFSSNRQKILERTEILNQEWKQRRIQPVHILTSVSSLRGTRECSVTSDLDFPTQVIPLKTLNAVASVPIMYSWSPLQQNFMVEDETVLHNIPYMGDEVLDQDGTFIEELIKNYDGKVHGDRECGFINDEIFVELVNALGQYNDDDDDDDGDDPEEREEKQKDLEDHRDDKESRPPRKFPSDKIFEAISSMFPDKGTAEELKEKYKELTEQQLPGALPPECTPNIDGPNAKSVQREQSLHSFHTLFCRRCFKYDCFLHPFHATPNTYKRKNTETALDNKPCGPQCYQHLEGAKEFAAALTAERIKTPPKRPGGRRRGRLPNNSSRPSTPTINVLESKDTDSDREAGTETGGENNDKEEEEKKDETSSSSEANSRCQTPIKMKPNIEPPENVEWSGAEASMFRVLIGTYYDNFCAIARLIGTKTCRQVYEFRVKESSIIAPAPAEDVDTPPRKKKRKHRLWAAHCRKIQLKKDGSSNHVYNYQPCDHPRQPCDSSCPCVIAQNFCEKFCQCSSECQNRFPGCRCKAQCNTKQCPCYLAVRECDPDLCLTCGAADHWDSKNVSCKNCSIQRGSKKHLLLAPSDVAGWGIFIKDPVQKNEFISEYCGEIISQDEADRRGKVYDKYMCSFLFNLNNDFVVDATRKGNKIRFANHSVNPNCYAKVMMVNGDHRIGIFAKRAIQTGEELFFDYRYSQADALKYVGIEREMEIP
IDH1 mut inh: inhibitors of human IDH1 R132H; IDH1 R132H reductase, diaphorase/resazurin fluorescence, 60 min; inhibition, % at 10 µM; hit rate 0.18% among 70,000; in the data active = inhibition above about 34%;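 note: 0% = DMSO and 100% = no enzyme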
* marks the source's active call; other numbers are inactive results; . = no result given; & = joins results of further samples. A portion of the library; rates above refer to the full screens.

SMILES | PRC2 inh | IDH1 mut inh
CN(C)c1ccc2c(c1)[C@@H]1C[C@@H](CC(=O)NCc3ccncc3)O[C@@H](CO)[C@@H]1O2 | -0.1 | -6.8
COc1ccccc1NC(=O)COc1ccc(C(=O)Nc2cccc(C(F)(F)F)c2)cc1 | 0.1 | -0.1
Cc1ccc(S(=O)(=O)N(C)C[C@@H]2OCCCC[C@H](C)Oc3ccc(NC(=O)Nc4ccc5c(c4)OCO5)cc3C(=O)N([C@@H](C)CO)C[C@H]2C)cc1 | . | 1.2
COc1ccc(CN(C)C[C@H]2Oc3ccc(NC(=O)CCC(F)(F)F)cc3CC(=O)N([C@@H](C)CO)C[C@H]2C)cc1 | -0.9 | .
NCC[C@H]1CC[C@@H](NC(=O)C2CCC2)[C@@H](CO)O1 | 0.7 | -0.2
Cc1cc(Cl)cc(Cl)c1OCC(=O)Nc1ccccc1[N+](=O)[O-] | 16.7 | -0.2
C[C@@H]1CN([C@@H](C)CO)C(=O)c2cccc(NC(=O)Nc3ccccc3)c2O[C@@H]1CN(C)C(=O)Nc1ccccc1 | -11.3 | .
C[C@H]1CN([C@@H](C)CO)C(=O)c2cc(NS(=O)(=O)c3ccc(F)cc3)ccc2O[C@H]1CN(C)Cc1ccccc1 | 0.8 | -7.6
C[C@H]1CN([C@@H](C)CO)C(=O)c2cc(C#Cc3ccccn3)cnc2O[C@H]1CN(C)Cc1cccnc1 | -6.8 | 0.0
COC(=O)c1ccc(CSc2n[nH]c(-c3ccccc3OC)n2)o1 | . | -0.5
C[C@@H]1CN([C@H](C)CO)S(=O)(=O)c2ccc(Br)cc2O[C@@H]1CN(C)Cc1cncnc1 | 3.8 | -4.4
C[C@@H]1CN([C@@H](C)CO)C(=O)c2cc(-c3cccc(C#N)c3)cnc2O[C@H]1CN(C)C(=O)c1cnccn1 | 8.1 | -0.5

Three compounds picked at random from the list so far:
SMILES | PRC2 inh | IDH1 mut inh
C[C@@H]1CN([C@@H](C)CO)C(=O)c2cc(-c3cccc(C#N)c3)cnc2O[C@H]1CN(C)C(=O)c1cnccn1 | 8.1 | -0.5
C[C@H]1CN([C@@H](C)CO)C(=O)c2cc(NS(=O)(=O)c3ccc(F)cc3)ccc2O[C@H]1CN(C)Cc1ccccc1 | 0.8 | -7.6
COc1ccccc1NC(=O)COc1ccc(C(=O)Nc2cccc(C(F)(F)F)c2)cc1 | 0.1 | -0.1

Following part
SMILES | PRC2 inh | IDH1 mut inh
CCS(=O)(=O)N1[C@H](CO)[C@H](c2ccc(C#Cc3ccccc3F)cc2)[C@@H]1C#N | . | 0.0
COc1cccc(S(=O)(=O)N[C@@H]2CC[C@H](CC(=O)NCc3ccc(Cl)cc3)O[C@H]2CO)c1 | 8.1 | -0.3
Cc1noc(C)c1NC(=O)N(C)C[C@@H]1Oc2ccc(NS(=O)(=O)c3cn(C)cn3)cc2C(=O)N([C@@H](C)CO)C[C@H]1C | . | 0.1
C[C@@H]1CN([C@@H](C)CO)S(=O)(=O)c2ccc(-c3ccccc3)cc2O[C@H]1CN(C)Cc1ccncc1 | 16.2 | 1.5
CC(C)NC(=O)N[C@H]1CC[C@@H](CC(=O)NC2Cc3ccccc3C2)O[C@H]1CO | -1.2 | 0.2
Cc1ccc(-c2nc3ccccc3[nH]2)cc1NC(=O)COc1ccccc1[N+](=O)[O-] | -1.7 | 0.2
O=C(C[C@@H]1CC[C@@H](NC(=O)Nc2ccc(F)cc2)[C@@H](CO)O1)NCCN1CCCC1 | 19.5 | -0.1
C[C@@H]1CN([C@@H](C)CO)C(=O)c2cc(NC(=O)Nc3cccc4ccccc34)ccc2O[C@H]1CN(C)C(=O)NC1CCCCC1 | 3.4 | -8.6
Clc1ccc(-n2c(SCc3nc4ccccc4[nH]3)nnc2-c2ccncc2)cc1 | -7.5 | 0.3
C[C@@H]1CN([C@@H](C)CO)C(=O)c2cc(NC(=O)C3CCCCC3)ccc2O[C@@H]1CN(C)Cc1ccc(Oc2ccccc2)cc1 | . | -3.7
Fc1ccc(-c2nc3n(c2-c2ccncc2)CCS3)cc1 | -7.5 | 1.2
C[C@H]1CCCCO[C@@H](CN(C)C(=O)Nc2ccccc2)[C@@H](C)CN([C@@H](C)CO)C(=O)c2cc(NC(=O)c3ccccc3)ccc2O1 | . | 0.7
CO[C@@H]1CN(C)C(=O)c2ccc(NC(=O)C3CCCCC3)cc2OC[C@H](C)NC[C@@H]1C | -7.8 | 0.0
CC(C)CC#Cc1ccc2c(c1)O[C@H](CN(C)C(=O)C1CCCCC1)[C@H](C)CN([C@@H](C)CO)S2(=O)=O | 0.3 | 0.6
C[C@H](CO)N1C[C@H](C)[C@H](CN(C)C(=O)Cc2ccccn2)Oc2cc(C#Cc3ccccc3)ccc2S1(=O)=O | . | 2.4
C[C@@H]1CN([C@@H](C)CO)C(=O)c2cc(NC(=O)Nc3ccc(C(F)(F)F)cc3)ccc2O[C@H]1CN(C)C(=O)NC1CCCCC1 | . | 0.4
C[C@@H]1CN([C@@H](C)CO)C(=O)CCCn2nncc2CO[C@@H]1CN(C)S(=O)(=O)c1ccccc1F | -3.0 | 3.8
COc1ccc(NC(=O)Nc2ccc3c(c2)CC(=O)N([C@H](C)CO)C[C@H](C)[C@@H](CN(C)Cc2ccc(Cl)c(Cl)c2)O3)cc1 | . | -0.6
COc1ccc(S(=O)(=O)N[C@H]2CC[C@H](CC(=O)N3CCc4ccccc4C3)O[C@@H]2CO)cc1 | 0.2 | -0.1
O=C(C[C@H]1C=C[C@@H](NC(=O)C2CC2)[C@H](CO)O1)NCC1CC1 | -2.7 | 0.0
O=C(C[C@H]1C[C@@H]2c3cc(NC(=O)C4CCOCC4)ccc3O[C@@H]2[C@@H](CO)O1)NCCN1CCCCC1 | 3.9 | 0.2
O=C(O)C[C@H]1C[C@H]2c3cc(NC(=O)NC4CCCCC4)ccc3O[C@H]2[C@H](CO)O1 | -5.1 | 2.1
C[C@H]1CN([C@@H](C)CO)C(=O)c2cc(-c3cccnc3)cnc2O[C@@H]1CN(C)C(=O)C1CCOCC1 | 9.5 | 0.0
CCC1(CC)Cc2ccccc2-c2[nH]c(=S)n(Cc3ccccc3)c(=O)c21 | 9.5 | -0.3
C[C@H]1CN([C@@H](C)CO)C(=O)CCCn2cc(nn2)CO[C@@H]1CN(C)S(=O)(=O)c1ccc(-n2cccn2)cc1 | . | 0.9
CCC(=O)Nc1ccc2c(c1)OC[C@@H](C)N(C(=O)CC)C[C@@H](C)[C@H](OC)CN(C)C2=O | 6.9 | 0.1
Cc1noc(C)c1S(=O)(=O)Nc1ccc2c(c1)CC(=O)N([C@H](C)CO)C[C@H](C)[C@@H](CN(C)Cc1ccc(Cl)c(Cl)c1)O2 | . | 0.3
C[C@H](CO)N1C[C@H](C)[C@H](CN(C)Cc2ccc3c(c2)OCO3)Oc2c(NC(=O)c3ccncc3)cccc2C1=O | 2.8 | 0.9
C[C@H](CO)N1C[C@H](C)[C@H](CN(C)S(=O)(=O)c2cn(C)cn2)OCCCC[C@H](C)Oc2ccc(NS(=O)(=O)c3ccccc3)cc2C1=O | . | -2.9
COc1ccc(Cl)cc1NC(=O)CN(C)S(=O)(=O)c1cc(C)ccc1OC | 5.2 | -0.9
COc1ccc(C#Cc2cnc3c(c2)C(=O)N([C@H](C)CO)C[C@H](C)[C@H](CN(C)S(=O)(=O)c2cccc(F)c2)O3)cc1OC | 9.2 | .
O=C(C[C@H]1C[C@@H]2c3cc(NC(=O)NC4CCCC4)ccc3O[C@@H]2[C@@H](CO)O1)NCc1ccc(Cl)cc1 | -7.5 | 0.0
CO[C@@H]1CN(C)C(=O)c2ccc(NS(C)(=O)=O)cc2OC[C@@H](C)N(C(=O)C2CCC2)C[C@H]1C | 6.0 | 0.2
C[C@H]1CN([C@@H](C)CO)C(=O)Cc2cc(NS(=O)(=O)c3ccccc3)ccc2O[C@@H]1CN(C)Cc1ccc2c(c1)OCO2 | -3.6 | -0.3
Cc1noc(C)c1S(=O)(=O)Nc1ccc2c(c1)C(=O)N([C@H](C)CO)C[C@H](C)[C@H](CN(C)C(=O)NC1CCCCC1)O2 | . | 0.5
C[C@@H]1CN([C@@H](C)CO)S(=O)(=O)c2ccc(/C=C/c3ccccc3)cc2O[C@H]1CN(C)C(=O)Nc1cccc(F)c1 | . | -3.2

By substructure: the compounds so far containing a cyano group (two)
SMILES | PRC2 inh | IDH1 mut inh
C[C@@H]1CN([C@@H](C)CO)C(=O)c2cc(-c3cccc(C#N)c3)cnc2O[C@H]1CN(C)C(=O)c1cnccn1 | 8.1 | -0.5
CCS(=O)(=O)N1[C@H](CO)[C@H](c2ccc(C#Cc3ccccc3F)cc2)[C@@H]1C#N | . | 0.0

3 of the compounds above, with two lines to a compound.
Fields – PRC2 inh, IDH1 mut inh
- C[C@H](CO)N1C[C@H](C)[C@H](CN(C)S(=O)(=O)c2cn(C)cn2)OCCCC[C@H](C)Oc2ccc(NS(=O)(=O)c3ccccc3)cc2C1=O
  ., -2.9
- COc1ccc(Cl)cc1NC(=O)CN(C)S(=O)(=O)c1cc(C)ccc1OC
  5.2, -0.9
- COc1ccc(C#Cc2cnc3c(c2)C(=O)N([C@H](C)CO)C[C@H](C)[C@H](CN(C)S(=O)(=O)c2cccc(F)c2)O3)cc1OC
  9.2, .

Next section
SMILES | PRC2 inh | IDH1 mut inh
Cc1cc(NC(=O)CSc2nc3ccccc3[nH]2)ccc1Br | 7.9 | 0.3
CNC[C@@H]1OCCCC[C@H](C)Oc2ccc(NS(=O)(=O)c3cn(C)cn3)cc2C(=O)N([C@@H](C)CO)C[C@@H]1C | . | 3.9
CO[C@@H]1CN(C)C(=O)c2cc(NS(C)(=O)=O)ccc2OC[C@H](C)N(Cc2ccccc2)C[C@@H]1C | 2.7 | 0.0
C[C@H]1CN([C@@H](C)CO)C(=O)CCCn2nncc2CO[C@H]1CN(C)S(=O)(=O)c1ccc(Oc2ccccc2)nc1 | . | 0.7
COc1ccc(NC(=O)Nc2cccc3c2O[C@@H](CN(C)C(=O)Nc2ccc(OC)cc2)[C@H](C)CN([C@H](C)CO)C3=O)cc1 | . | -2.4
O=C(C[C@@H]1C[C@H]2c3cc(NC(=O)Cc4ccncc4)ccc3O[C@H]2[C@@H](CO)O1)NCCN1CCCCC1 | 4.4 | -0.2
O=C(N[C@H]1CC[C@@H](CCNS(=O)(=O)Cc2ccccc2)O[C@@H]1CO)c1ccc2c(c1)OCO2 | 2.1 | 0.5
COc1ccc(-n2c(SCC(=O)Nc3ccc(C(N)=O)cc3)nc3sc4c(c3c2=O)CCCC4)cc1 | -20.2 | -0.5
O=C(Nc1ccccc1F)N[C@H]1CC[C@H](CCNC(=O)C2CCCC2)O[C@H]1CO | 1.5 | -0.1
Cc1ncc([N+](=O)[O-])n1CCO | . | 1.9
COCC(=O)N(C)C[C@H]1Oc2ncc(C#CC3(O)CCCC3)cc2C(=O)N([C@@H](C)CO)C[C@@H]1C | -8.9 | 0.7
Cc1ccnc(SCC(=O)n2c3c(c4ccccc42)CC(C)CC3)n1 (centres undefined) | -1.0 | -0.3
C[C@H]1CN([C@@H](C)CO)C(=O)c2cc(C3=CCCCC3)cnc2O[C@@H]1CN(C)C(=O)Cc1ccccc1 | . | 0.0&7.8
O=C(C[C@H]1CC[C@H](NC(=O)C2CCC2)[C@H](CO)O1)NCC1CC1 | -3.9 | 0.2
CCCNC(=O)Nc1ccc2c(c1)OC[C@H](C)N(Cc1cccnc1)C[C@@H](C)[C@H](OC)CN(C)C2=O | -0.2 | 0.2
COC(=O)C[C@@H]1C[C@@H]2c3cc(NC(=O)Nc4ccccc4F)ccc3O[C@@H]2[C@H](CO)O1 | -10.7 | -0.1
COc1ccc(CN(C)C[C@H]2OCCCC[C@H](C)Oc3ccc(NS(C)(=O)=O)cc3C(=O)N([C@@H](C)CO)C[C@@H]2C)cc1 | 2.2 | 1.7
COc1ccc(CN(C)C[C@H]2Oc3ccc(NC(=O)Nc4ccc(F)cc4)cc3CC(=O)N([C@@H](C)CO)C[C@H]2C)cc1 | . | 2.6
O=C(C[C@@H]1C[C@H]2c3cc(NC(=O)NC4CCCC4)ccc3O[C@H]2[C@@H](CO)O1)NCc1cccc(F)c1 | -8.7 | -0.1
C[C@H]1CN([C@@H](C)CO)C(=O)c2cc(C#CC3CCCCC3)cnc2O[C@H]1CN(C)C | -17.9 | 0.1
COc1ccc(CN(C)C[C@@H]2Oc3ccc(NC(=O)Cn4cnnn4)cc3C(=O)N([C@H](C)CO)C[C@@H]2C)cc1 | -3.8 | -2.5
Cc1ccc(S(=O)(=O)N(C)C[C@H]2Oc3ccc(NC(=O)C4CCCCC4)cc3C(=O)N([C@@H](C)CO)C[C@@H]2C)cc1 | -4.7 | -0.2
Cc1ccc(S(=O)(=O)N(C)C[C@@H]2Oc3ccc(NC(=O)Nc4ccc5c(c4)OCO5)cc3CC(=O)N([C@H](C)CO)C[C@H]2C)cc1 | . | -0.2
COc1ccccc1NC(=O)N(C)C[C@@H]1OCc2ccccc2-c2c(n(C)c3ccccc23)C(=O)N([C@H](C)CO)C[C@H]1C | -16.0 | 2.0
C[C@@H]1CN([C@H](C)CO)C(=O)c2ccccc2-c2ccccc2CO[C@@H]1CN(C)S(=O)(=O)c1ccc(C#N)cc1 | -11.6 | -2.0
CC(=O)c1ccc(NC(=O)CSc2nnc(-c3ccccc3)n2-c2ccccc2)cc1 | 6.5 | 0.2
CC(C)NC(=O)Nc1ccc2c(c1)C(=O)N([C@H](C)CO)C[C@H](C)[C@@H](CN(C)C)O2 | -8.1 | 3.0
COCC(=O)Nc1ccc2c(c1)OC[C@@H](C)N(CCC(F)(F)F)C[C@@H](C)[C@H](OC)CN(C)C2=O | 6.2 | 0.7
O=C(C[C@H]1C=C[C@@H](NC(=O)Cc2cccnc2)[C@H](CO)O1)NCc1ccc2c(c1)OCO2 | 12.2 | -0.1
Cc1cc(C)cc(N2C(=O)CS(=O)(=O)C2c2cccc([N+](=O)[O-])c2)c1 (centres undefined) | -6.4 | .
COCC(=O)Nc1ccc2c(c1)OC[C@@H](C)N(CC1CCCCC1)C[C@H](C)[C@H](OC)CN(C)C2=O | -4.1 | -0.1
COc1cccc(OCC(=O)Nc2cccc(Oc3ccc4c(c3)C(=O)NC4=O)c2)c1 | 20.3 | 0.3

Screening results (PubChem)
